zfTRPN1 agonist = zebrafish TRPN1 (NompC) channel agonism | AID 1424 | hit rate 0.18% among 220,000 | HEK293 zebrafish TRPN1-YFP, Fluo-8 calcium fluorescence; 100% = response to 87 µM carbachol | activation, % at 3 µM;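 active means activation above its plate's cutoff, the mean activation of test wells on that plate plus 3 SD, cut at about 19% in these data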;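 further: 0% = DMSO alone and 100% = 87 µM carbachol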
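System: zebrafish TRPN1-YFP in HEK293 cells / Dosing: 3 µM single point / Timing: dye loading 1 h at 37 °C, then 30 min room temperature / Signal: Fluo-8 calcium fluorescence, excitation 470-495 nm, emission 515-575 nm / Read-out basis: percent activation from peak over basal fluorescence ratio, control-normalized / Control set: high carbachol 87 µM, low DMSO alone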
CHOP inhibitor = blocks CHOP induction under ER stress; AID 2732; inhibition, % at 10 µM; CHO-K1 CHOP-promoter luciferase, tunicamycin-induced, 15-18 h; hit rate 3.8% among 220,000;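 active means compounds that reduced the stress-induced luciferase reporter signal by more than about 70% of percent inhibition, limit read from the data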;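 further: 0% = tunicamycin plus vehicle and 100% = wells without tunicamycin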
BaF3 parental = reduces parental Ba/F3 cell viability, JAK2V617F counter-screen; hit rate 1.1% among 220,000; inhibition, % at 5.6 µM; CellTiter-Glo ATP luminescence;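 active means inhibition above a per-campaign cutoff, the mean inhibition of all tested compounds plus 3 SD, cut at about 27% in these data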;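 further: 0% = DMSO wells and 100% = JAK Inhibitor I control wells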
TRPML3 ag = human mucolipin-3 channel agonism. AID 1448. HEK293 TRPML3-YFP, Fluo-8 calcium fluorescence; 100% = the carbachol control signal. activation, % at 3 µM. hit rate 0.29% among 220,000;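 active means activation above its plate's cutoff, the mean activation of the plate's test wells plus 3 SD, cut at about 12% in these data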;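 further: 0% = DMSO only wells and 100% = carbachol wells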
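system = HEK293 cells stably carrying human TRPML3-YFP | doses = one concentration, 3 µM nominal, 0.3% DMSO | timing = dye loading 1 h 37 °C then 30 min ambient, 125 s read | detection = Fluo-8 calcium dye fluorescence, ex 470-495, em 515-575 nm | benchmarks = high control carbachol 87 µM, low control DMSO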
Ba/F3 V617F tox = reduce viability of Ba/F3 cells dependent on JAK2V617F. Ba/F3 EpoR-JAK2V617F viability, ATP luminescence. inhibition, % at 5.6 µM. hit rate 1.1% among 220,000;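 active means inhibition above the campaign mean plus 3 SD over all tested compounds, cut at about 24% in these data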;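 further: cytokine-independent growth of Ba/F3 cells driven by EpoR plus mutant JAK2; 0% = DMSO-treated cells and 100% = JAK inhibitor I control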
Wee1 stabilizer = blocks degradation of human Wee1 kinase; hit rate 1.2% among 220,000; AID 1321; HeLa Luc-Wee1K328M stability, luciferase luminescence; 100% = proteasome inhibitor MG132 effect; reporter increase, % at 5 µM;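 active means activation above the mean of all tested compounds plus 3 SD, set per screening run, cut at about 8.8% in these data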;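 further: cells exposed to compound for 20 h before luminescence read; 0% = DMSO alone and 100% = MG132 at 30 µM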
Target sequence (P30291 whole entry K328M): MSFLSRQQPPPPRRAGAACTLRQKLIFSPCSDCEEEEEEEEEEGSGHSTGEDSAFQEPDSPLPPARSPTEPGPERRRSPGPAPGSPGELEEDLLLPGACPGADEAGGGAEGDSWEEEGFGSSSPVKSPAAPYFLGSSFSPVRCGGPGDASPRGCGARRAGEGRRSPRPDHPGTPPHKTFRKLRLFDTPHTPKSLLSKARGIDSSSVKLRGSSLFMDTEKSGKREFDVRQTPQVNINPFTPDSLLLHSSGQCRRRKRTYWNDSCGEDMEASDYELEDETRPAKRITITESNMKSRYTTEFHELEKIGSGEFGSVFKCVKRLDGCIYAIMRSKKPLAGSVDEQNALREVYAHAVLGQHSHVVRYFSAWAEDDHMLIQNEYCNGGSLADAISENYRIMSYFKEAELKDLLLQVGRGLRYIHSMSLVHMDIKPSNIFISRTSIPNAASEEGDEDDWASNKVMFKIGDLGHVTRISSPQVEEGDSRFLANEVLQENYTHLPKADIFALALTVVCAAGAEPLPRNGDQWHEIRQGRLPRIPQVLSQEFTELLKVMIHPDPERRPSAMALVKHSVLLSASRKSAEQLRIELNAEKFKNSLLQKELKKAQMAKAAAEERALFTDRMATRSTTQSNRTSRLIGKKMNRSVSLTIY
TNF necrop inh = inhibitors of TNF-alpha induced necroptosis in Jurkat FADD-/- cells; Jurkat FADD-/- TNF necroptosis rescue, ATP luminescence, 24 h; 0 = TNF only, 100 = no-TNF cells; activation (protection from cell death), % at 10 µM; hit rate 0.068% among 220,000; AID 463075;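 active means activation, meaning protection from cell death, of at least 50% relative to plate controls; inactive means activation below 50%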;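 further: necroptosis triggered by 40 ng/mL TNF-alpha added together with compound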
RBBP9 inhibitor = blocks human serine hydrolase RBBP9 | O75884 | recombinant RBBP9, FP-Rh probe fluorescence polarization | inhibition, % at 7.94 µM | hit rate 0.2% among 220,000 | AID 1515;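 active means inhibition above the campaign mean of all tested compounds plus 3 SD, cut at about 14% in these data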;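 further: plate controls were DMSO wells with RBBP9 for no effect and wells lacking RBBP9 protein for full effect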
Target sequence (O75884 whole entry, looked up): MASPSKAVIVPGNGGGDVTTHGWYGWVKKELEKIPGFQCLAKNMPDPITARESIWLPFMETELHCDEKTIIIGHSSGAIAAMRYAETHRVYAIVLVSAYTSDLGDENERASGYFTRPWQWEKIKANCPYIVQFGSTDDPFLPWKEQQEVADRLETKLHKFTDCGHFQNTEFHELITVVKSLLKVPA
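Test system: recombinant human RBBP9; Timing: 30 min then 45 min, 25 °C; Detection: fluorescence polarization; Control set: RBBP9 with DMSO as uninhibited control, no-protein wells as full inhibition; Compound dosing: one concentration, 7.94 µM nominal, 0.794% DMSO; Probe or stimulus: FP-Rh activity-based probe, 375 nM before mixing.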
PPC-1+TRAIL kill = kills PPC-1 cancer cells in the presence of TRAIL | PPC-1 cells + TRAIL, ATPLite viability luminescence | cell killing (% activity), % at 4 µM | hit rate 0.41% among 220,000 | AID 1443;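 active means cell killing above 50% in the first pass at 4 µM, then a duplicate retest at 5 µM averaging 50% or more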;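 further: plate controls were cells with TRAIL plus DMSO for no effect and medium-only wells lacking cells for full effect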
Starred values were filed as active, the others as inactive; nt = not tested or not shown.

SMILES	zfTRPN1 agonist	CHOP inhibitor	BaF3 parental	TRPML3 ag	Ba/F3 V617F tox	Wee1 stabilizer	TNF necrop inh	RBBP9 inhibitor	PPC-1+TRAIL kill
Fc1ccc(C(CCCn2nnc(-c3cccnc3)n2)c2ccc(F)cc2)cc1	1.2	14	8	0.9	0	-2	-0.4	1	7
O=C(Cn1cccc1C(=O)c1ccccc1)NCCCN1CCc2ccccc2C1	-1.9	-9	11	-0.2	2	0	1.0	2	14
COc1ccc(-c2[nH]ncc2/C=N\NS(=O)(=O)c2ccc(Cl)cc2)cc1	-0.4	60	-2	0.4	-2	-3	-0.1	-2	9
CCOC(=O)c1ccccc1Nc1cc(C)nc2nc(C)nn12	-1.0	2	1	0.1	-6	0	1.1	-2	4
O=C(NCCCCNC(=O)c1c(F)c(F)c(F)c(F)c1F)c1c(F)c(F)c(F)c(F)c1F	0.8	-17	1	-0.3	-2	-2	-1.4	-4	-7
CCN(CC)CCCN(Cc1cc2cc3c(cc2[nH]c1=O)OCO3)C(=S)Nc1ccccc1	1.4	8	7	-0.4	-4	-3	4.1	-3	18
CCc1c(C)c2nncn2[nH]c1=O	2.0	2	6	-0.1	5	2	-1.5	0	-10
CCc1ncc(/C=C2\C(=O)Nc3ccccc32)[nH]1	-0.7	9	1	-0.5	-2	1	-25	-6	-4
Cc1c(/C=C(\C#N)c2nn(-c3ccccc3)c(N)c2C#N)c2ccccc2n1Cc1ccc(F)cc1	-0.3	-9	4	0.8	-3	4	-0.9	0	10
Cc1snc(SCC(=O)N/N=C(\N)COc2cccc(C(F)(F)F)c2)c1C#N	-0.5	34	7	-0.1	6	-3	0.0	-11	15
O=C(Nc1ncn[nH]1)c1ccc(S(=O)(=O)N2CCOCC2)cc1	1.5	13	-2	-0.2	-3	0	0.8	12	9
Cc1ccc(S(=O)(=O)c2nc(-c3ccc(F)cc3)oc2SCC(N)=O)cc1	-0.3	21	3	-0.5	1	-1	-0.2	-3	15
N#Cc1cc([N+](=O)[O-])c(-n2nnc3ccccc32)c([N+](=O)[O-])c1	1.4	107*	-2	0.8	0	6	-11	-6	-17
CC(C)C[C@H](NC(=O)c1[nH]cnc1C(=O)N[C@H](C)c1ccccc1)C(=O)OC(C)(C)C	-3.5	24	-5	-0.5	1	1	0.9	-2	12
CCc1ccccc1NC(=O)C(Cc1cccc(OC)c1OC)c1nn[nH]n1 (configuration not stated)	0.3	22	4	1.1	1	-3	1.1	0	-3
CCC1=Nc2cc(C(=O)O)ccc2Sc2ccc(Cl)cc21	1.1	4	3	0.5	-3	0	-0.7	-5	-2
CCNC(=O)CC1SC(=Nc2ccc(C)cc2)NC1=O (configuration not stated)	0.2	13	1	0.9	-4	0	1.7	-4	28
COC(=O)c1ccc(S(=O)(=O)NCCc2ccccc2OC)n1C	0.5	11	-3	0.4	-3	1	0.9	-1	-13
COn1c(=O)c(-c2cccs2)[n+]([O-])c2ccccc21	-0.9	-3	3	-0.3	4	-1	1.4	-12	-6
COc1ccc(OC(=O)c2cc3ccccc3o2)cc1	-0.6	32	6	-0.3	4	0	-1.4	-9	28
COCCN(C(=O)Cc1cccs1)C(C(=O)NC1CCCC1)c1ccc(OC)c(OC)c1 (configuration not stated)	0.3	6	10	1.1	0	2	-0.4	5	3
O=C(NCc1ccco1)/C(=C/c1ccc(C(F)(F)F)cc1)c1nc2ccccc2[nH]1	2.2	89*	4	0.7	-3	2	0.7	-9	27
Cc1ccc(S(=O)(=O)NC(C)(C)CSc2ccccn2)cc1	-2.5	21	-1	-0.7	-3	-3	1.7	-12	5
N#C/C(=C(/O)COC(=O)CCC1CCCCC1)c1nc2ccccc2[nH]1	1.2	45	3	0.1	1	2	1.1	-6	-13
CCNS(=O)(=O)c1ccc(NC(=S)NCc2ccco2)cc1	0.5	-1	5	0.5	1	5	1.7	-7	22
The list goes on:
SMILES	zfTRPN1 agonist	CHOP inhibitor	BaF3 parental	TRPML3 ag	Ba/F3 V617F tox	Wee1 stabilizer	TNF necrop inh	RBBP9 inhibitor	PPC-1+TRAIL kill
Cc1ccc(S(=O)(=O)N/N=C\c2cc([N+](=O)[O-])ccc2Cl)cc1	1.1	39	-1	-0.1	0	0	-5.3	-3	8
CCOC(=O)c1cc2c(ccn2C)n1CC(=O)N1CCN(c2ccccc2OC)CC1	-1.1	-16	5	-0.1	-1	-2	-1.3	-5	7
CCN1CCN(CC(=O)Nc2sc3c(c2C#N)CCC(C)C3)CC1 (configuration not stated)	1.9	8	7	1.9	0	-1	-6.2	-10	9
COCCNCCOc1ccccc1-c1ccccc1	-1.1	3	6	0.1	1	-2	1.4	7	-3
CCc1nnc(NC(=O)C(NC(=O)c2ccccc2Cl)C(C)C)s1 (configuration not stated)	0.6	8	1	0.4	0	-2	0.0	-6	-2
Cc1cc2ccccc2cc(C)c1=O	0.8	10	3	-0.4	1	-3	-0.6	-4	2
Cc1nc2nc[nH]n2c(=O)c1NS(=O)(=O)c1ccc(C(C)(C)C)cc1	2.1	14	3	1.6	-2	0	0.5	-2	4
COCCNCC(=O)Nc1ccc(C)c(S(=O)(=O)N2CCCCC2)c1	-0.2	14	3	0.7	1	-3	1.0	1	-9
C=CCNS(=O)(=O)c1ccc2c(c1)n(C)c(=O)n2C	-0.9	13	0	1.4	-2	4	1.0	-3	nt
FC(F)(F)c1nc(N2CCCC2)ncc1-c1nnnn1-c1ccccc1	-0.1	72*	14	2.2	1	-1	-9.4	-1	2
CN(C)c1ccc(C(=S)NCc2ccco2)cc1	-0.5	38	1	0.3	1	-4	0.3	-6	26
Cc1c(NC(=O)c2cc3ccccc3oc2=O)c(=O)n(-c2ccccc2)n1C	0.1	25	1	0.8	-3	5	0.0	3	12
COc1ccc(C2(C(=O)NCc3ccco3)CCCC2)cc1OC	-1.6	15	-1	0.2	-2	-4	-0.4	0	28
COc1cccc(C2CC(C(F)(F)F)n3ncc(C(=O)NCC4CCCO4)c3N2)c1 (configuration not stated)	0.7	26	3	-0.4	-3	-1	-3.2	-8	2
S=c1[nH]nc(C2COc3ccccc3O2)o1 (configuration not stated)	0.8	2	7	-0.1	6	-1	-0.2	-8	17
CC(=O)OC(C)(CCC(C)(OC(C)=O)C(C)=O)C(C)=O (configuration not stated)	0.0	-25	2	0.7	2	1	0.4	-4	11
CC(C)Nc1nc(NC(C)C)nc(NS(=O)(=O)c2ccc(N)cc2)n1	-0.9	30	3	0.9	-2	4	-0.6	0	14
COc1ccc(Cl)cc1N1C(=O)/C(=C\c2sccc2C)N=C1SCC(=O)NC1CC1	0.8	4	5	-0.7	-4	-1	5.5	-4	48
O=C(Cc1cc(=O)[nH]c(=O)[nH]1)NCC1CCCO1 (configuration not stated)	0.7	13	3	0.3	-5	0	-0.2	1	5
Cc1ccc(N2C(=O)C(CN3CCCCC3)C2c2ccccc2)cc1 (configuration not stated)	-1.4	17	9	0.6	-1	-3	-0.2	-4	12
Cc1cc(C)c2nc3s/c(=C/c4ccccc4)c(=O)n3c2c1	-0.2	-21	5	0.4	0	-2	-2.4	1	37
Cc1noc(N)c1C(=O)Nc1ccc(F)cc1	1.0	10	1	-0.1	3	3	0.1	-1	1
COc1cccc(/C=N/NC(=O)CCn2c3ccccc3c3ccccc32)c1	2.1	89*	7	0.2	0	1	-0.7	-4	18
Cc1nc(SC2C=CS(=O)(=O)C2)n[nH]1 (configuration not stated)	1.7	-7	6	0.2	-1	-1	1.1	-6	2
Cc1ccsc1/C=N/NC(=O)c1ccc([N+](=O)[O-])cc1	-0.1	-21	12	1.2	3	-4	-0.9	-5	17
COc1ccccc1C1C2C(=O)N(c3ccccc3)C(=O)C2ON1c1ccccc1 (configuration not stated)	-0.2	4	5	1.2	1	0	-0.1	-10	22
CC1=NN(C(C#N)c2cccc([N+](=O)[O-])c2)C(C)(C)C1 (configuration not stated)	0.2	16	2	0.3	0	0	0.7	-10	24
O=C(Oc1c(CN2CCOCC2)cc(Cl)c2cccnc12)c1ccccc1Cl	0.8	-5	7	0.7	1	4	-12	-8	10

Part of the list above in order of molecular weight, ascending:
SMILES	zfTRPN1 agonist	CHOP inhibitor	BaF3 parental	TRPML3 ag	Ba/F3 V617F tox	Wee1 stabilizer	TNF necrop inh	RBBP9 inhibitor	PPC-1+TRAIL kill
Cc1cc2ccccc2cc(C)c1=O	0.8	10	3	-0.4	1	-3	-0.6	-4	2
S=c1[nH]nc(C2COc3ccccc3O2)o1 (configuration not stated)	0.8	2	7	-0.1	6	-1	-0.2	-8	17
CC1=NN(C(C#N)c2cccc([N+](=O)[O-])c2)C(C)(C)C1 (configuration not stated)	0.2	16	2	0.3	0	0	0.7	-10	24
C=CCNS(=O)(=O)c1ccc2c(c1)n(C)c(=O)n2C	-0.9	13	0	1.4	-2	4	1.0	-3	nt
Cc1ccsc1/C=N/NC(=O)c1ccc([N+](=O)[O-])cc1	-0.1	-21	12	1.2	3	-4	-0.9	-5	17
Cc1ccc(S(=O)(=O)N/N=C\c2cc([N+](=O)[O-])ccc2Cl)cc1	1.1	39	-1	-0.1	0	0	-5.3	-3	8
CC(C)Nc1nc(NC(C)C)nc(NS(=O)(=O)c2ccc(N)cc2)n1	-0.9	30	3	0.9	-2	4	-0.6	0	14
CCc1nnc(NC(=O)C(NC(=O)c2ccccc2Cl)C(C)C)s1 (configuration not stated)	0.6	8	1	0.4	0	-2	0.0	-6	-2
COc1cccc(C2CC(C(F)(F)F)n3ncc(C(=O)NCC4CCCO4)c3N2)c1 (configuration not stated)	0.7	26	3	-0.4	-3	-1	-3.2	-8	2
CCOC(=O)c1cc2c(ccn2C)n1CC(=O)N1CCN(c2ccccc2OC)CC1	-1.1	-16	5	-0.1	-1	-2	-1.3	-5	7
COc1ccc(Cl)cc1N1C(=O)/C(=C\c2sccc2C)N=C1SCC(=O)NC1CC1	0.8	4	5	-0.7	-4	-1	5.5	-4	48

Screening data: PubChem BioAssay, several laboratories
